NS5 inhibitors – Dengue-2 NS5 methyltransferase inhibitors, primary screen, biochemical, confirmation dose response (AID 588689) | 340,000 tested, 0.3% active | Dengue-2 NS5 methyltransferase capping enzyme assay, biochemical; higher % means a stronger effect | inhibition, % at 25 µM; hits with a dose series show IC50 in µM; in the data active = a potency from the dose series; inconclusive = inhibition above about 29% without an active follow-up result
XIAP displacement – XIAP antagonists, biochemical, IAP family, fluorescence polarization (AID 1018); XIAP BIR domain, fluorescence polarization peptide displacement; higher % means a stronger effect; displacement, % at 20 µM; hits with a dose series show IC50 in µM; 200,000 tested, 0.007% active; in the data active = displacement above about 50%; note: a part of the inactive calls stands beside numbers as strong as those of hits
SV40 large T antigen – TAg ATPase/helicase activity blockers – biochemical (AID 1903); inhibition, % at 20 µM; hits with a dose series show IC50 in µM; 310,000 tested, 0.39% active; SV40 large T antigen ATPase/helicase inhibition assay; higher % means a stronger effect; in the data active = a potency from the dose series; inconclusive = inhibition mostly from about 32% at the one dose, without a potency; inactive = the rest, 99 in 100 with inhibition below about 32%; note: strong numbers were not always called active
AID2073 – disruptors of CaV2.2 binding to Mint1 – biochemical, HTRF (AID 2073) | HTRF protein-protein interaction, Mint1-CaV2.2; higher % means a stronger effect | one-dose inhibition, % at 20 µM; IC50 in µM for titrated hits | 290,000 tested, 0.19% active; in the data active = inhibition mostly above about 51%, no sharp cut-off; inconclusive = no clear call, values can overlap the other calls; inactive = mostly below about 53%; note: some results filed as inactive read as strong as hits
LYP inhibition – inhibitors of LYP phosphatase, biochemical, fluorescence intensity, uHTS (AID 1779); 290,000 tested, 0.054% active; recombinant LYP phosphatase, fluorescence intensity; higher % means a stronger effect; one-dose inhibition, % at 11.5 µM; IC50 in µM for titrated hits; in the data active = inhibition above about 50%;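 note: plate controls were vehicle with enzyme for no effect and no enzyme for full effect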
HIV fusion peptide – cell-free HIV fusion peptide-binding blockers – biochemical, uHTS, fluorescence dequenching, primary screen (AID 1986) | 290,000 tested, 0.3% active | inhibition, % at 20 µM; hits with a dose series show IC50 in µM | cell-free peptide binding, fluorescence dequenching, 30 min; higher % means a stronger effect; in the data active = inhibition mostly above about 52%, no sharp cut-off; inactive = mostly below about 76%; note: some results filed as inactive read as strong as hits
MgcRacGAP inhibition – MgcRacGAP GTPase-activating activity inhibitors, confirmation, biochemical, ADP Hunter fluorescence | MgcRacGAP-stimulated Rac1 GTP hydrolysis, ADP Hunter fluorescence; higher % means a stronger effect; GST-tagged Rac1 F28L mutant substrate | one-dose inhibition, % at 30 µM; IC50 in µM for titrated hits | 340,000 tested, 0.6% active | AID 624330;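 active = first-screen hits whose inhibition reached a set limit at any dose in the follow-up dose series; inconclusive = inhibition above the set first-screen limit but never retested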;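 note: fluorescence reports GDP produced by GAP-driven GTP hydrolysis; strong numbers were not always called active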
RSV antiviral HEp-2 – inhibition of RSV-induced cytopathic effect – HEp-2 cells, primary 10 µM value included (AID 2391); HEp-2 cells, RSV-induced CPE inhibition; higher % means a stronger effect; one-dose CPE inhibition, % at 10 µM; IC50 in µM for titrated hits; 310,000 tested, 0.13% active; in the data active = a potency from the dose series; inconclusive = CPE inhibition mostly from about 23% at the one dose, without a potency; inactive = the rest, 99 in 100 with CPE inhibition below about 21%; note: strong numbers were not always called active
SIAH1 antagonists – Siah-1 peptide-binding antagonists, primary screen, biochemical, fluorescence polarization, rhodamine-plectin, uHTS (AID 1817) | Siah-1 / rhodamine-plectin peptide fluorescence polarization; higher % means a stronger effect | one-dose displacement, % at 20 µM; IC50 in µM for titrated hits | 290,000 tested, 0.02% active;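 active = displacement of at least 50% at 20 µM, with a fluorescence ratio check between 0.3 and a set limit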;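 note: plate controls were Siah plus tracer with DMSO for no effect and tracer alone without Siah for full effect; strong numbers were not always called active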
NS5 inhibitors pilot replicate – second read-out of NS5 inhibitors, no call of its own (marks repeat the call); inhibition, %; measured here: pilot screen replicate inhibition
* hit, by the source's call; ? = inconclusive; · = not tested or not shown.

SMILES	NS5 inhibitors	XIAP displacement	SV40 large T antigen	AID2073	LYP inhibition	HIV fusion peptide	MgcRacGAP inhibition	RSV antiviral HEp-2	SIAH1 antagonists	others
COc1cc(OC)cc(C(=O)N2CCN(S(C)(=O)=O)CC2)c1	7%	-4.9%	3%	12%	-3%	-1.5%	-2%	1.5%	0%
CCC1CCCCN1S(=O)(=O)c1ccc(NC(=O)CSc2ncccc2C(=O)O)cc1 (configuration not stated)	-4%	-3.6%	18%	39%	-4%	-1.0%	-2%	1.3%	-1%
CCCCS(=O)(=O)C1CCS(=O)(=O)C1 (configuration not stated)	·	-2.2%	1%	12%	-1%	0.8%	3%	1.0%	-1%
O=[N+]([O-])c1cccc(/C=N/Nc2nc(N3CCCCC3)nc(N3CCCCC3)n2)c1	10%	-3.0%	-1%	18%	9%	4.4%	-5%	7.0%	1%
COc1ccc(Nc2nnc(Cc3ccncc3)c3ccccc23)c(OC)c1	-6%	·	0%	29%	-7%	-1.1%	14%	1.5%	-5%
O=C(C1CC1)N1CCN=C1SCc1cccc(C(F)(F)F)c1	-2%	-5.1%	4%	0%	5%	-2.4%	7%	0.9%	3%
COc1ccc(S(=O)(=O)N2CCCCC2)cc1NC(=O)Cc1sc(C)nc1-c1ccc(F)cc1	-12%	·	6%	·	·	·	-4%	5.6%	·
O=C(O)c1cccnc1SCc1ccc([N+](=O)[O-])cc1	-3%	·	10%	-4%	-10%	-0.2%	6%	3.4%	1%
Cc1ccc(/C=C/C(=O)OCC(=O)Nc2ccc3[nH]c(=O)[nH]c3c2)o1	-11%	·	15%	·	·	·	4%	1.0%	·
Fc1ccc(/C=C\c2nccc3c2[nH]c2ccccc23)cc1	-1%	-1.7%	3%	21%	-7%	0.8%	8%	3.7%	-1%
COc1ccc(OC)c(Nc2nc3ccc(C)cc3n3cnnc23)c1	5%	·	-4%	47%	-5%	-0.3%	·	3.0%	-4%
CCOC(=O)c1c(NC(=O)CSC(=S)N(C)C)sc(C)c1C	-12%	-6.5%	5%	-3%	0%	1.1%	5%	2.4%	-1%
COc1ccc(N2C(=O)CC(N(CCc3ccc(OC)c(OC)c3)C(=S)Nc3ccccc3)C2=O)cc1 (configuration not stated)	-4%	-4.6%	4%	-6%	6%	7.1%	6%	1.6%	3%
CC(=O)Nc1ccc(S(=O)(=O)NNC(=O)c2ccc(C)cc2)cc1	-5%	-6.2%	7%	4%	3%	2.9%	7%	-0.9%	0%
CCOC(=O)COc1c(C(=O)OC)sc2ncccc12	-1%	-9.8%	-2%	16%	-8%	-0.5%	5%	1.0%	0%
CC(NC(=O)c1cc2c(s1)CCCC2)C(C)(C)C (configuration not stated)	0%	-1.5%	6%	-9%	-9%	-2.3%	-8%	-0.5%	0%
COc1cc(C)ccc1OCc1cc(C(=O)NCc2ccncc2)no1	-6%	·	26%	7%	-6%	-0.6%	2%	-0.5%	0%
Cc1nc(-c2ccccc2Cl)sc1C(=O)/C=C/N(C)C	-14%	-6.5%	-3%	-1%	-4%	13%	7%	2.1%	5%
CC1CCCCN1C(=O)Cn1c(=O)n(C2CCCCC2)c(=O)c2ccccc21 (configuration not stated)	-1%	-1.9%	13%	1%	8%	-0.5%	3%	0.9%	8%
Cc1ccnc(N/N=C/c2ccco2)n1	2%	-5.0%	18%	-12%	3%	4.8%	16%	-0.1%	2%
Cc1ccc(N(C(=O)C(F)(F)F)C(C(=O)NC2CCCCC2)c2ccncc2)cc1C (configuration not stated)	-11%	-2.5%	23%	-1%	0%	3.6%	5%	0.2%	9%
COCCNC(=S)NNC(=O)CSCc1ccc(Cl)cc1Cl	-12%	-9.7%	13%	6%	0%	-2.9%	4%	20%	2%
Cn1cnc2cc(NC(=O)c3ccc(Cl)cc3)ccc21	-7%	-2.8%	5%	0%	-8%	3.4%	9%	4.1%	11%
COCc1cc(C)n(CC(=O)Nc2cc(C)cc(C)c2)c(=O)c1C#N	-8%	-5.1%	4%	38%	-4%	1.7%	6%	1.3%	0%
c1csc(Cn2c(-c3cccs3)nc3ccccc32)c1	-6%	-3.6%	-2%	6%	5%	1.1%	-1%	9.0%	5%
COc1ccc(N2C(=O)C(O)C2c2ccc(C)cc2)cc1 (configuration not stated)	4%	-18%	8%	0%	1%	-0.9%	5%	1.2%	13%
O=C(/C=C/c1ccccc1)N1CCN(c2c(Cl)cccc2[N+](=O)[O-])CC1	1%	-14%	5%	-4%	-1%	-4.3%	-1%	12%	-5%
Cc1cccc(NC(=O)c2ccc(S(=O)(=O)N(C)CC3CCCO3)cc2)c1C (configuration not stated)	-1%	·	11%	0%	-7%	-0.2%	9%	0.7%	-3%
COc1cccc(C(=O)NN2C(=S)N(c3ccccc3)C(=O)C2CC(N)=O)c1 (configuration not stated)	-5%	·	9%	-22%	-4%	-1.0%	-2%	·	12%
CO/N=C(/CNC(=O)c1ccccc1Cl)c1ccc(Cl)cc1	-3%	-4.9%	7%	-5%	-10%	-0.8%	3%	4.4%	0%

In the list so far, four contain fluorine.
SMILES	NS5 inhibitors	XIAP displacement	SV40 large T antigen	AID2073	LYP inhibition	HIV fusion peptide	MgcRacGAP inhibition	RSV antiviral HEp-2	SIAH1 antagonists	others
O=C(C1CC1)N1CCN=C1SCc1cccc(C(F)(F)F)c1	-2%	-5.1%	4%	0%	5%	-2.4%	7%	0.9%	3%
COc1ccc(S(=O)(=O)N2CCCCC2)cc1NC(=O)Cc1sc(C)nc1-c1ccc(F)cc1	-12%	·	6%	·	·	·	-4%	5.6%	·
Fc1ccc(/C=C\c2nccc3c2[nH]c2ccccc23)cc1	-1%	-1.7%	3%	21%	-7%	0.8%	8%	3.7%	-1%
Cc1ccc(N(C(=O)C(F)(F)F)C(C(=O)NC2CCCCC2)c2ccncc2)cc1C (configuration not stated)	-11%	-2.5%	23%	-1%	0%	3.6%	5%	0.2%	9%

Next section.
SMILES	NS5 inhibitors	XIAP displacement	SV40 large T antigen	AID2073	LYP inhibition	HIV fusion peptide	MgcRacGAP inhibition	RSV antiviral HEp-2	SIAH1 antagonists	others
COc1ccc(-n2nnnc2SCC(=O)NCc2ccco2)cc1OC	-7%	-2.4%	11%	5%	-6%	2.5%	5%	-0.5%	1%
Nc1c2c3c(sc2nc(=O)n1N)CCCC3	-6%	-3.6%	23%	19%	-5%	-1.0%	-2%	0.3%	-2%
O=C(/C=C/Nc1ccc(F)cc1F)c1ccco1	1%	-4.5%	6%	-4%	-2%	-3.2%	6%	0.2%	-2%
Cc1nnc(NC(=O)C(C)Oc2ccc3c(C)cc(=O)oc3c2)s1 (configuration not stated)	-2%	-3.3%	8%	-1%	-4%	0.7%	4%	-0.5%	-2%
O=C(COC(=O)c1cnccn1)NCc1ccccc1	-9%	-1.0%	-3%	9%	-5%	1.3%	9%	0.5%	3%
O=C(Cn1nc(Cc2ccncc2)c2ccccc2c1=O)Nc1cccnc1Cl	-1%	·	14%	-3%	-8%	-0.8%	-4%	2.2%	0%
Cc1ccc(-c2nnc(SCC(=O)OC(C)C)n2N)cc1	1%	-1.1%	19%	-4%	-5%	-1.1%	7%	3.4%	4%	NS5 inhibitors pilot replicate=-4.2
O=C(CSc1nc2ccccc2c(=O)[nH]1)N1CCOCC1	-3%	1.3%	5%	-2%	-5%	-1.5%	7%	-0.6%	1%
CCOC(=O)C1(C)/C(=N/Nc2ccc(Cl)cc2)C(=O)C(=O)N1c1ccccc1 (configuration not stated)	3%	-0.9%	3%	-20%	-1%	6.9%	1%	5.0%	1%
CC1CCN(CC(O)COC2CC(C)CCC2C(C)C)CC1 (configuration not stated)	-5%	-4.3%	5%	-22%	-9%	-0.3%	8%	-1.1%	3%
Cn1c(-c2cc3c(C(F)(F)F)nn(C)c3s2)n[nH]c1=S	-14%	-1.6%	12%	-18%	2%	-4.1%	29%	16%	-9%
CCc1ccc(C2NC(=O)c3ccccc3O2)cc1 (configuration not stated)	-4%	·	10%	7%	-7%	1.1%	10%	2.4%	8%
O=C(NCCCN1CCCC1=O)c1c(O)nc2ccccn2c1=O	-1%	·	10%	17%	-8%	0.0%	6%	0.1%	0%
CCCCCCCC(=O)N/N=C(\C)c1cccnc1	-2%	-2.6%	8%	12%	-6%	0.5%	9%	-0.5%	6%
CCOC(=O)Cc1csc(NC(=O)c2cc(=O)c3ccccc3o2)n1	-17%	-2.9%	0%	-4%	-3%	-1.5%	-36%	0.8%	2%
O=C(NCC1CCCO1)c1cccc(Oc2ccccc2)c1 (configuration not stated)	-3%	·	21%	1%	-10%	0.0%	6%	1.5%	5%
CC(NC(=O)c1ccccc1NC(=O)c1ccco1)C(=O)O (configuration not stated)	1%	-7.0%	3%	10%	-2%	0.2%	7%	0.8%	-2%
O=C(C1COc2ccccc2O1)N1CCN(c2ccccc2F)CC1 (configuration not stated)	-4%	2.2%	12%	-13%	-4%	0.7%	9%	1.4%	10%
Cc1cc(-n2c(C)cc(C(=O)CN3C(=O)NC4(CCCCCC4)C3=O)c2C)no1	-7%	-5.0%	-2%	11%	-8%	-2.6%	0%	-0.4%	6%
COC(=O)c1sccc1NC(=O)c1cccc(Cl)c1	-3%	·	12%	·	·	·	4%	2.9%	·
COc1ccc(-c2nc(N)ncc2Oc2ccccc2Br)c(O)c1	0%	7.2%	11%	8%	-2%	2.9%	9%	2.5%	-3%
Cc1ccc2nc(-c3ccc(-c4cccc(Cl)c4)cc3)c(NCc3ccccc3)n2c1	-10%	·	-2%	·	·	·	2%	1.5%	·
O=C(Nc1cccc(Oc2ccc3c(c2)C(=O)NC3=O)c1)c1cccs1	1%	-1.7%	7%	3%	2%	-1.9%	18%	1.1%	10%
Cc1ccc(-c2c(C(=O)N/N=C/c3ccc(C)o3)nnn2-c2nonc2N)cc1	-1%	·	4%	4%	-3%	1.2%	11%	1.5%	-2%
CCN1CCN(C(=S)c2ccc(Br)cc2)CC1	10%	-4.0%	5%	-33%	11%	2.3%	22%	-0.4%	0%
O=C(CNC(=O)c1ccccc1)OCC(=O)N1N=C(c2ccc(Cl)cc2)CC1c1ccco1 (configuration not stated)	-2%	-5.7%	-6%	19%	1%	0.7%	5%	1.1%	5%
CCOC(=O)CSC1=NC(=O)/C(=C/c2ccc(Br)cc2)S1	-7%	-3.7%	13%	3%	4%	27%	19%	2.4%	4%
Cc1cccc(CCNS(=O)(=O)c2ccc3c(c2)NC(=O)C(C)S3)c1 (configuration not stated)	-5%	·	16%	7%	-7%	0.0%	8%	18%	-2%
CC(C)(C)c1ccc(OCCC(=O)NNC(=O)c2ccncc2)cc1	-9%	·	6%	·	·	·	-2%	-1.5%	·
CC(c1nccs1)N(C)C(=O)c1ccc(OC2CCN(CCc3ccccc3)CC2)cc1 (configuration not stated)	4%	·	10%	10%	-8%	-0.3%	10%	-0.3%	0%
Cc1cc(C)c(C)c(S(=O)(=O)N[C@@H](C)C(=O)OCc2cc(=O)n3cc(Br)ccc3n2)c1C	18%	-3.1%	4%	?	-8%	2.1%	12%	1.1%	10%
